All columns: NCI-60 one-dose screen, growth in % after 48 h at 10 µM unless noted; 100 = growth as untreated, 0 = no growth, -100 = all killed.
A498 – A498 renal cancer cells. hit rate 5.4% among 76,000. AID 1794774
KM12 – KM12 colon cancer cells; hit rate 5% among 82,000; AID 1794800
SW-620 – SW-620 colon cancer. AID 1794795. hit rate 5.2% among 82,000
HCT-15 – HCT-15 colon cancer; hit rate 5.2% among 82,000
HCT-116 – HCT-116 colon cancer; hit rate 7.3% among 82,000
SNB-75 – SNB-75 CNS cancer; hit rate 5% among 79,000
COLO 205 – COLO 205 colon cancer | hit rate 7.3% among 79,000
HCC-2998 – HCC-2998 colon cancer | hit rate 4.7% among 79,000 | AID 1794799
HT29 – HT29 colon cancer | hit rate 7.4% among 81,000
* = called active by the depositor; nt = no result given; & = joins results of further samples. The calls were made as follows: active = growth percent below 10; inactive = the rest. Hits appear at their usual frequency; 12% or so of the library scored in one or more.

Molecule	A498	KM12	SW-620	HCT-15	HCT-116	SNB-75	COLO 205	HCC-2998	HT29
O=C(CCCCCNC(=O)c1cc(=O)c(O)co1)Nc1ccccc1	96	100	101	92	98	83	120	101	106
CCCOC(=O)c1ccc2c(c1)[N+](=O)C(C(=O)c1ccccc1)=C(C)[N+]2=O	107	93	103	72	97	89	96	101	110
O=C1/C(=C/C=C/c2ccco2)SC(=S)N1CCc1ccc(O)cc1	108	86	112	93	90	89	124	106	109
COC(=O)C1NN(c2ccc(S(N)(=O)=O)cc2)c2nc3nc(-c4cccs4)cc(-c4cccs4)c3c(=O)n21 (configuration not stated)	108	74	88	62	79	103	92	93	77
O=C1CCCC2=C1C(c1cccc(F)c1)c1cc3c(cc1N2CCO)OCO3 (configuration not stated)	86	96	100	97	95	97	114	104	87
COc1cccc(/C=N/NC2=NC3C(N2)N(C)C(=O)N3C)c1O (configuration not stated)	97	104	100	105	102	80	103	101	106
COc1ccc(-c2csc(NC(=O)c3ccc(O)c(O)c3)n2)cc1	65	82	76	26	48	72	98	nt	98
O=C(CSC1CCc2ccccc21)NNC(=O)Nc1ccc(Cl)cc1 (configuration not stated)	97	79	96	77	82	73	106	103	97
CCOC(=O)c1nc(Nc2cc(C)[nH]n2)c2ccccc2n1	62	37	104	73	77	17	104	107	103
COc1cc(-c2ccc[nH]2)[nH]c1/C=C1\N=C(C)C(C(=O)CCCCC(=O)Nc2ccc(-c3c4nc(c(-c5ccccc5)c5ccc([nH]5)c(-c5ccccc5)c5nc(c(-c6ccccc6)c6ccc3[nH]6)C=C5)C=C4)cc2)=C1C	86	112	94	112	102	90	108	99	114
Clc1ccc2nc3nc4ccc[nH]c4cc3c2c1	109	63	102	69	97	89	99	71	84
O=C(OCc1nc2nc(Cl)nc(N3CCOCC3)c2[nH]1)N1CCCCC1	96	101	108	106	100	86	113	104	109
CCCN1COC(OCC)C(C)(C)C1 (configuration not stated)	121	102	112	104	106	66	111	102	103
CS(=O)(=O)Nc1ccccc1N	91	110	105	102	109	101	112	107	109
CCCCCOC(=O)c1ccc(NC(=O)CNCCC)cc1	75	96	105	97	78	102	nt	98	73
COc1ccc(/C=C(/C(=O)N2CCN(Cc3ccccc3)CC2)c2cc(OC)c(OC)c(OC)c2)cc1	109	87	99	104	105	73	111	98	90
Cc1cc(=O)n2[nH]cnc2n1	135&110	96&103	107&105	100&103	103&102	81&91	111&107	105&97	102
CCOC(=O)C1CN(CCc2ccccc2)CCC1=O (configuration not stated)	117	106	104	114	92	119	118	111	110
CCCNCC(=O)Nc1cccc(Cl)c1	73	103	97	97	87	85	106	101	84
[Ag].[Ag].[NH-]S(=O)(=O)c1ccc(N=Nc2cc(N=Nc3ccc(S([NH-])(=O)=O)cc3)c3c(NC(=O)C(Cl)Cl)cccc3c2OC(=O)C(Cl)Cl)cc1.[c-]1nccs1.[c-]1nccs1	101	81	59	79	65	51	6.9*	99	76
O=C1C(=O)c2ccccc2C(O)=C1CCCc1ccc(OCc2ccccc2)cc1	87	100	96	86	99	79	119	nt	113
Oc1ccccc1N=Cc1ccccc1	98	74	85	59	69	132	125	100	102
Nc1nc(Cl)c2c(C(F)(F)F)cn(CC3CCNCC3)c2n1	107	101	22	36	48	98	94	79	20
CCn1cc(C(=O)N/N=C/c2ccccc2)c(=O)c2cc(F)c(N3CCNC(C)C3)c(F)c21 (configuration not stated)	100	-89*	-81*	-86*	58	93	-74*	-83*	-92*
CC1=C(C(=O)Nc2ccc(Cl)cc2)C2(C(=O)Nc3ccccc32)N(C)C(=O)N1 (configuration not stated)	108	101	98	107	109	73	96	99	108
COc1cc(C(=O)c2cc(C(C)=O)c3c(C)cc(C)cn23)cc(OC)c1OC	67	98	112	69	104	85	117	93	105
CC(=O)C1=C(O)C=C2Oc3c(C(=O)/C=C/c4cc(C(F)(F)F)cc(C(F)(F)F)c4)c(O)c(C)c(O)c3[C@]2(C)C1=O	-88*	-46*	-10*	-73*	-30*	-28*	-67*	-87*	-42*
CC(=O)c1cccc(-c2nc(N)nc(Nc3ccccc3SSc3ccccc3Nc3nc(N)nc(-c4cccc(C(C)=O)c4)n3)n2)c1	77	101	100	111	103	43	115	119	111
COc1ccc2nc(Cl)c(-c3nnc(-c4ccccc4Cl)o3)nc2c1	89	102	101	104	103	92	99	110	127
O=C(Cc1ccc([N+](=O)[O-])cc1)Oc1ccccc1	107	118	114	104	114	102	109	106	104
O=C1c2ccccc2C(=O)c2c1ccc(C(=O)O)c2[N+](=O)[O-]	84	101	102	105	104	91	108	106	94
CC(=O)C(C(C)=O)c1nc2sc3cccc(Cl)c3n2c(=N)c1C#N	102	nt	102	109	98	62	112	101	111
O=C(O)/C=C/C(=O)NCCNC(=O)/C=C/C(=O)O	85	109	102	102	99	110	120	107	94
O=c1c2cc(Br)cc(Br)c2nc(-c2ccc(Cl)cc2)n1/N=C\c1ccccc1F	86	72	82	88	33	14	66	85	77
Cc1c(N2C(=O)CS/C2=N\N=C2/SCC(=O)N2N)c(=O)n(-c2ccccc2)n1C	102	104	105	97	101	98	120	102	97
CC1=CC(O)C2CC1C2(C)C (configuration not stated)	93&91	114&101	108&105	112&104	103&103	95&85	112&94	112&95	98&88
Cc1ccc(-c2cnc3sc(C(=O)NNC(=O)c4ccc(Br)cc4)c(C)n23)cc1	98	97	106	92	98	85	116	98	104
Cc1ccc2nc(-c3c(-c4ccc(F)cc4)nc4sc(C)nn34)[nH]c2c1	102	97	103	96	101	88	120	97	106
COc1cc(-c2nn(C(=O)NCCN3CCOCC3)cc2-c2ccncc2)ccc1Cl	104	102	108	95	101	89	109	108	97
COc1ccc(-c2c3c(nn2-c2ccccc2)CCc2cnoc2-3)cc1OC	76	88	91	68	92	78	nt	90	87
C#CCn1c(-c2ccc(OC)c(OC3CCCC3)c2)nc(-c2ccccc2)c1-c1ccccc1	52	70	74	78	54	70	78	106	41
Cc1cccc(-c2nnc(-c3ccc4ccccc4c3)o2)c1	nt	124	107	92	99	104	123	101	91
CCOC(=O)c1cnc2ccc(OC)cc2c1Nc1cccc(NS(C)(=O)=O)c1	92	92	101	100	96	nt	137	111	127
COc1ccc(N2COC(=O)c3ccccc32)cc1	108	98	107	100	91	108	101	101	93
C[C@H]1[C@@H]2[C@H]3CC[C@@H]4[C@@]5(C)Cc6c([nH]c7ccccc67)C(C)(C)[C@@H]5CC[C@@]4(C)[C@]3(C)CC[C@]23CO[C@]1(C)[C@@H](C(=O)/C=C/c1cccnc1)C3	69	63	70	62	28	108	74	75	58
COC(=O)C(CCC(=O)CCl)N1C(=O)c2ccccc2C1=O (configuration not stated)	123	101	33	48	25	91	88	89	34
COc1ccc2c(c1)C(=O)c1c-2c(=O)n(CCCCCCC(=O)NO)c2ccccc12	-68*	11	-27*	13	-56*	30	-39*	-40*	3.5*
Cc1ccc(NC(=O)CSc2nnc(-c3ccc(NC(=O)c4cccnc4)cc3)n2N)cc1	86	29	107	105	104	86	109	116	109
Clc1ccc(/C=N/Nc2ncc(-c3cc4cc5c(cc4o3)OCO5)s2)c(Cl)c1	108	113	109	104	107	93	98	77	93
Cc1cc(=O)oc2cc(O)c(N)cc12	90	109	116	107	103	58	123	111	109
COc1cc(/C=C2\SC(=S)N(/C=C(/C#N)C(=O)c3ccc4ccccc4c3)C2=O)cc(OC)c1OC	72	90	92	94	86	64	92	90	95
[N-]=[N+]=NCCCC[C@@H]1N=C(c2ccc(Br)cc2)Nc2nc3ccccn3c2C1=O	96	95	100	111	97	85	113	100	104
COc1ccc(C2CC(c3cnccn3)=NN2C(N)=S)cc1OC (configuration not stated)	107	100	106	102	66	100	nt	100	81
O=C1c2ccccc2C(=O)N1c1ccccc1Cl	92	98	97	102	91	97	109	98	100
CC1=CC(=O)C2=C(C)CC(OC(=O)c3ccco3)[C@@H]3[C@H](OC(=O)[C@@H]3C)[C@@H]12 (some centres not stated)	83	110	102	99	91	90	106	107	100
CC(=O)c1sc(Nc2nc(O)c(C3=c4cc(Cl)ccc4=NC3=O)s2)nc1C	101	97	119	99	97	96	106	111	107
O=C(O)c1ccc(-n2cc(CNc3cccc(F)c3)c(-c3ccccc3)n2)cc1	82	94	104	89	97	89	120	105	100
Cc1ccc(CSc2nc(-c3ccc(F)cc3)c(C#N)c(=O)[nH]2)cc1	99	97	102	84	99	115	131	115	89
COC(=O)[C@H](C)Nc1nc(N)nc(N2CCCCC2)c1C=O	135	115	109	102	104	83	102	109	101
O=C(/C=C/c1ccccc1)c1c[nH]c2ccccc2c1=O	-6.2*	1.5*	-6.9*	4.7*	0.3*	-16*	0.6*	51	8.4*

By substructure, the entries above containing a COOH group (3)
Molecule	A498	KM12	SW-620	HCT-15	HCT-116	SNB-75	COLO 205	HCC-2998	HT29
O=C1c2ccccc2C(=O)c2c1ccc(C(=O)O)c2[N+](=O)[O-]	84	101	102	105	104	91	108	106	94
O=C(O)/C=C/C(=O)NCCNC(=O)/C=C/C(=O)O	85	109	102	102	99	110	120	107	94
O=C(O)c1ccc(-n2cc(CNc3cccc(F)c3)c(-c3ccccc3)n2)cc1	82	94	104	89	97	89	120	105	100

Carrying on:
Molecule	A498	KM12	SW-620	HCT-15	HCT-116	SNB-75	COLO 205	HCC-2998	HT29
O=c1ccc2nc3ccccc3sc-2c1	100	93	95	91	90	101	78	99	110
CSc1ccc(O)cc1C	107	107	110	103	104	84	113	106	103
C/C(C=O)=C\c1ccc2c(c1)OCO2	68	110	118	108	108	102	118	108	110
C/C(Cc1ccccc1)=N/NS(=O)(=O)c1ccc([N+](=O)[O-])cc1	102	109	107	93	nt	86	97	nt	114
CC(C)CCC[C@@H](C)[C@H]1CC[C@@]2(C)C3=C(C(=O)C[C@]12C)[C@@]1(C)CC[C@H](O)C(C)(C)[C@@H]1CC3=O	89	89	95	81	88	102	95	85	80
CCCCCOC(=O)c1ccccc1O	102	105	105	97	99	83	120	109	97
Cc1ccc(Nc2ncnc3c2cnn3-c2cccc(F)c2)cc1	89	103	103	100	92	77	98	108	98
Cn1nc(SCc2ccccc2)c(=O)n(C(c2ccccc2)c2ccccc2)c1=O	nt	105	102	89	82	82	116	100	94
COc1cc2nc(SCc3cc(OC)c(OC)c(OC)c3)n(-c3ccccc3OC)c(=O)c2cc1OC	25	54	76	75	88	63	118	95	67
COc1cc2nc(NC3CCC3)nc(NC3CCN(C(C)C)CC3)c2cc1OC	76	63	39	68	48	47	nt	23	15
CC/C(C)=C1\NC(=O)NC1=O	98	107	101	116	104	93	120	103	108
CC1=NN(C(=O)c2c(N)cnn2-c2ccccc2)C(c2ccccc2)C1 (configuration not stated)	117	97	102	101	98	89	101	100	120
CCCCCCCCc1ccc(O)c(Cl)c1	nt	114	108	108	117	89	111	114	115
O=C(Nc1ccc(NCCN2CCOCC2)nc1)c1cccc(C(F)(F)F)c1	89	102	105	110	100	nt	107	99	104
CCCNC(=O)c1ccc(Cl)cc1Cl	147	126	108	101	112	106	144	103	109
O=C(O)CCCn1c(=O)c2sc3ccccc3c2n2nnc(-c3ccccc3)c12	95	96	101	79	91	81	111	99	90
Cc1c(Cc2ccccc2)c(=O)oc2c(C)c(OCC(=O)N/N=C/c3ccc(N(C)C)cc3)ccc12	85	99	102	108	95	92	nt	110	96
CCC(=O)N1CCN(C(=O)CC)CC1	100	100	105	106	83	92	105	104	92
COc1ccc(CCN2C(=O)/C(=C/c3ccc(C4Oc5ccccc5C5CC(c6ccccc6)=NN54)cc3)SC2=S)cc1 (configuration not stated)	115	106	100	105	104	101	107	104	105
N#Cc1cc(NC(=O)Nc2nnc(-c3ccncc3)s2)ccc1-c1cn[nH]c1	111	73	101	97	109	76	99	104	93
CC(=O)OC[C@@]1(C)C2CC[C@]3(C)C(CC=C4C5CC(C)(C)CC[C@]5(C(=O)Nc5ccc(C)cc5)CC[C@]43C)[C@@]2(C)C[C@@H](OC(C)=O)[C@@H]1OC(C)=O (some centres not stated)	67	52	40	35	25	57	49	45	31
O=C1c2cccc3cccc(c23)C(=O)N1Nc1nc(Nc2cnccn2)nc(N2CCOCC2)n1	101	102	123	106	102	82	134	114	111
CCCCC(O)(CCCC)C(CC)CC	87	101	101	104	117	108	108	99	109
CC(=O)c1ccc(S(=O)(=O)NCCNc2nc(N(C)C)nc(N3CCOCC3)n2)cc1	96	108	107	98	106	102	123	113	107
COC(=O)O[C@H]1CC[C@@]2(C)C(=CC[C@H]3[C@@H]4CC[C@H]([C@H](C)CCCC(C)C)[C@@]4(C)CC[C@@H]32)C1	87	102	102	102	99	89	100	105	98
Brc1ccc(COc2ccc(Nc3ncnc4onc(-c5ccccc5)c34)cc2)cc1	56	93	95	90	90	98	103	108	81

Reformatted as labelled records: entries from further up
> COc1ccc(CCN2C(=O)/C(=C/c3ccc(C4Oc5ccccc5C5CC(c6ccccc6)=NN54)cc3)SC2=S)cc1 (configuration not stated)
  A498: 115	KM12: 106	SW-620: 100	HCT-15: 105	HCT-116: 104	SNB-75: 101	COLO 205: 107	HCC-2998: 104	HT29: 105

> N#Cc1cc(NC(=O)Nc2nnc(-c3ccncc3)s2)ccc1-c1cn[nH]c1
  A498: 111	KM12: 73	SW-620: 101	HCT-15: 97	HCT-116: 109	SNB-75: 76	COLO 205: 99	HCC-2998: 104	HT29: 93

Screens as filed in PubChem BioAssay.
